SENP6 inh = SENP6 protease inhibition | Q9GZR1 | Recombinant SENP6 catalytic domain, aminoluciferin luminescence | inhibition, % at 10 µM | 330,000 compounds, 1.8% hits | AID 2599;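 active = inhibition above about 50% at the single tested dose, limit read from the data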;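 note: plate controls were DMSO wells with enzyme for no effect and DMSO wells lacking enzyme for full effect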
SENP7 inh = inhibitors of human SENP7 protease; recombinant SENP7, Z-RLRGG-aminoluciferin luminescence, 40 min; inhibition, % at 5 µM; 330,000 compounds, 1.5% hits;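 active = inhibition above about 50% at the single test dose, limit read from the data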;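 note: plate controls were DMSO with enzyme for no effect and no enzyme buffer wells for full effect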
NLRP3 yeast inh = NALP3 inhibition in yeast; Yeast reconstituted NLRP3/ASC/caspase-1, beta-gal luminescence, 24 h; inhibition, % at 10 µM; 330,000 compounds, 0.39% hits;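 active = inhibition of 50% or more; inactive = inhibition below 50%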;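 note: plate controls were induced DMSO wells for no effect and uninduced yeast grown without galactose for full effect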
HKDC1 inh = HKDC1 (human) hexokinase inhibition; Q2TB90; recombinant HKDC1, G6PDH/diaphorase resazurin coupled fluorescence; inhibition, % at 20 µM; 340,000 compounds, 0.16% hits; AID 493160;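 active = inhibition above about 35% when tested at 20 µM, limit read from the data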;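 note: plate controls were DMSO wells with enzyme for no effect and DMSO wells lacking enzyme for full effect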
Target sequence (Q2TB90 whole entry, looked up): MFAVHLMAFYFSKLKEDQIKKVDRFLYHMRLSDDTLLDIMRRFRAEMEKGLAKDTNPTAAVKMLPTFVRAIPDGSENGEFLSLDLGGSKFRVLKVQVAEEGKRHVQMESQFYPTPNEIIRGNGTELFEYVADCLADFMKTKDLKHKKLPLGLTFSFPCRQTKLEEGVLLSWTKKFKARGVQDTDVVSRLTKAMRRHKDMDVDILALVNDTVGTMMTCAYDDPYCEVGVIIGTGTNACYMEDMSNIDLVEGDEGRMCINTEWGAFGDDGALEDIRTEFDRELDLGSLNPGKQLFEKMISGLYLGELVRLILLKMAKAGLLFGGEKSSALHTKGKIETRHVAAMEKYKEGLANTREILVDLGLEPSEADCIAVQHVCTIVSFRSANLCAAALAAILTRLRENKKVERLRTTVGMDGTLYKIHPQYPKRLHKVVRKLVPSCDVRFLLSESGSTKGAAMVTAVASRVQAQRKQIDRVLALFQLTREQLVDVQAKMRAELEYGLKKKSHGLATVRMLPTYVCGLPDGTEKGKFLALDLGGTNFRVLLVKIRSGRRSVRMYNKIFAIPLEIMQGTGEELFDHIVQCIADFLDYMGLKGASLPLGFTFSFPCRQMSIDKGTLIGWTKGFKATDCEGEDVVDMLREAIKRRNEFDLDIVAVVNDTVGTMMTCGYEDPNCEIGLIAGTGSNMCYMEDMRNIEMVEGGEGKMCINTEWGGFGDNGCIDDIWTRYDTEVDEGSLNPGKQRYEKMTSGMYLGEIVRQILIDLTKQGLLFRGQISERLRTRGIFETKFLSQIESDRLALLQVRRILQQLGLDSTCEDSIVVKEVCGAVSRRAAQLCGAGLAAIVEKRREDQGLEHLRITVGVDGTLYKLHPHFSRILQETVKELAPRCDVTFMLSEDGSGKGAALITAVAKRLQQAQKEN
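Material – in-house recombinant HK5 (HKDC1) enzyme · Quantity – HKDC1 at 5 µg/mL · Buffer or medium – pH 8.0 Tris buffer with 10 mM MgCl2 · Reagent – glucose with 1 mM ATP · Dosing – single 20 µM dose · Times – reaction time 90 min, room temperature, protected from light · Technique – resorufin fluorescence at 613 nm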
PfGluPho inh = PfG6PD (Plasmodium falciparum) enzyme inhibition | 350,000 compounds, 0.78% hits | inhibition, % at 20 µM | AID 504690 | PfGluPho enzyme, NADPH resazurin-diaphorase fluorescence;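 active = inhibition reaching at least a set limit at 20 µM in the primary screen, cut at about 59% in these data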;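 note: 0% = DMSO wells with substrate and 100% = DMSO wells lacking glucose-6-phosphate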
Apaf-1 inh = blocks human Apaf-1 apoptosome activity. 330,000 compounds, 0.71% hits. inhibition, % at 20 µM. reconstituted apoptosome caspase-3 activity, DEVD-Rh110 fluorescence. O14727; active = inhibition of at least 40% at 20 µM;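 note: plate controls were DMSO wells for no effect and DEVD-CHO caspase inhibitor wells for full effect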
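System: reconstituted apoptosome with Apaf-1, cytochrome c, caspase-9, procaspase-3, dATP; Signal: Rh110 fluorescence intensity; Schedule: 30 min compound preincubation, 50 min activation, room temperature; Reagent: cytochrome c trigger plus (Z-DEVD)2-Rh110 caspase-3 substrate.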
SENP1 inh = inhibitors of human SENP1 SUMO protease catalytic domain | Q9P0U3 | recombinant SENP1 catalytic domain, CyPet-SUMO1-YPet FRET cleavage | inhibition, % at 10 µM | 360,000 compounds, 0.21% hits;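 active = inhibition at least 30% at 10 µM, raw YFP signal under a set limit, fluorescence ratio 0.5 to 1.5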;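 note: 0% = enzyme with DMSO and 100% = no enzyme wells; some results filed as inactive read as strong as hits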
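Compound: 10 µM single point, 0.5% DMSO; Test system: hSENP1 catalytic domain, recombinant; Timing: 50 min reaction at room temperature; Technique: FRET, CFP and YFP emission; Control set: no-enzyme wells low, DMSO-plus-enzyme wells high control.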
SENP8 block-1 = blocks the human protease SENP8 | 330,000 compounds, 1.2% hits | inhibition, % at 10 µM | purified SENP8, Z-RLRGG-aminoluciferin cleavage, luminescence | AID 2540; in the data active = inhibition above about 50%
SENP8 block-2 = SENP8 (human) protease inhibition | AID 602440 | recombinant SENP8, Nedd8 substrate fluorescence | 360,000 compounds, 0.64% hits | inhibition, % at 20 µM; in the data active = inhibition mostly above about 40%, no sharp cut-off; inactive = mostly below about 27%
Starred values were filed as active, the others as inactive.

item	Structure	SENP6 inh	SENP7 inh	NLRP3 yeast inh	HKDC1 inh	PfGluPho inh
1	Cn1nnnc1SCC(=O)c1c(N)n(C)c(=O)n(C)c1=O	-4	-2	18	2	4
2	Cc1ccc(C(=O)Nc2ccc3cn[nH]c3c2)cc1S(=O)(=O)N1CCOCC1	5	2	4	5	7
3	O=C(NCc1ccc(F)cc1)c1c2c(nc3ccccc13)CCN(Cc1ccccc1)C2	-10	0	4	-7	0
4	CCOc1ccc(Cc2n[nH]c(=S)n2Cc2ccccc2)cc1	-17	-2	15	-9	34
5	COC(=O)C1=C(C(=O)OC)[C@@H]2Nc3ccccc3[C@@]23C[C@@H](C(=O)OC)N(C(=O)CC(C)C)C3=N1	-14	11	20	2	5
6	O=C(CCN1C(=O)c2ccccc2S1(=O)=O)Nc1ccc(F)c([N+](=O)[O-])c1	0	5	6	-2	4
7	Cc1ccccc1OCCCN1CCOCC1	-12	3	16	-3	-1
8	Cc1cc(C)nc(Sc2c(C)n[nH]c2C)n1	-2	8	-5	13	-9
9	N#Cc1c(-c2ccc(Br)cc2)cc(-c2cccnc2)nc1N	-17	-9	34	2	-2
10	Cc1cccc(CN2C(=O)NC(c3ccccc3)(c3ccccc3)C2=O)c1	15	-3	31	2	7

item	Apaf-1 inh	SENP1 inh	SENP8 block-1	SENP8 block-2
1	-2	1	-2	20
2	-19	-2	-3	5
3	4	-11	-2	-88
4	14	3	-14	22
5	14	0	-2	15
6	2	1	5	9
7	-1	-1	-9	11
8	-8	1	-10	14
9	1	-39	-8	-413
10	19	-3	7	5

Molecules from the list above that have an aryl thioether with sulfur outside any ring (2):
item	Structure	SENP6 inh	SENP7 inh	NLRP3 yeast inh	HKDC1 inh	PfGluPho inh
1	Cn1nnnc1SCC(=O)c1c(N)n(C)c(=O)n(C)c1=O	-4	-2	18	2	4
8	Cc1cc(C)nc(Sc2c(C)n[nH]c2C)n1	-2	8	-5	13	-9

item	Apaf-1 inh	SENP1 inh	SENP8 block-1	SENP8 block-2
1	-2	1	-2	20
8	-8	1	-10	14

Following part.
item	Structure	SENP6 inh	SENP7 inh	NLRP3 yeast inh	HKDC1 inh	PfGluPho inh
11	COc1cc(C(=O)N2CCCC(c3nc(-c4cccs4)no3)C2)cc(OC)c1OC (stereo unspecified)	-9	5	10	-11	-18
12	CCCCOc1ccc(/C=N/Nc2cc(N3CCOCC3)nc(C)n2)cc1	-12	-7	28	-3	14
13	CC1CCN(CC(=O)Nc2ccc3c(c2)OCO3)CC1	2	-7	20	0	1
14	Cc1cc(NC(=O)CSc2nnc(-c3ccoc3C)o2)no1	-9	0	-6	-1	3
15	O=C(NCc1ccco1)C1CC(c2c(Cl)cccc2Cl)=NO1 (stereo unspecified)	-6	-7	7	-2	10
16	CCOc1ccc(CCNC(=O)COC(=O)COc2ccc(C(C)=O)cc2)cc1OCC	-18	-4	4	-4	-3
17	O=C(CNC(=O)C12CC3CC(CC(C3)C1)C2)N1CCN(S(=O)(=O)c2cccs2)CC1	-1	1	14	-7	-7
18	NC(=O)c1oc2ccc(Cl)cc2c1NC(=O)CN1CCOCC1	-9	0	2	-4	0
19	COn1c(=O)c(-c2ccc(F)cc2)[n+]([O-])c2ccccc21	-3	-3	6	0	2
20	O=C(CS(=O)(=O)c1ccc2ccccc2c1)Nc1ccccc1Cl	4	14	6	-10	0

item	Apaf-1 inh	SENP1 inh	SENP8 block-1	SENP8 block-2
11	-7	1	-1	3
12	31	0	-3	2
13	-3	1	8	6
14	-1	1	-3	7
15	1	-6	7	5
16	11	1	-8	2
17	2	-2	-1	11
18	-2	2	-2	9
19	9	-14	-2	-60
20	1	0	8	1

The results go on.
item	Structure	SENP6 inh	SENP7 inh	NLRP3 yeast inh	HKDC1 inh	PfGluPho inh
21	COc1cccc(-c2nnc(NC(=O)c3ccccc3Br)o2)c1	-11	5	7	-5	-4
22	O=C(NCCC1=CCCCC1)C1CC(=O)N(C2CCCCC2)C1 (stereo unspecified)	8	4	1	-6	-15
23	OCCCc1cn(CC2CCCCC2)nn1	5	-9	4	1	-17
24	O=C(Nc1ccc(F)cc1)Nc1ccc2ccccc2n1	-20	-5	10	0	-8
25	CC1=C(C(=O)N2CCN(c3cc(C)ccc3C)CC2)C2(CCCCC2)OC1=O	-1	-4	-16	4	8
26	CC1CN(Cc2csc(-c3ccc(Cl)cc3)n2)CC(C)O1 (stereo unspecified)	-34	-3	-2	-6	-1
27	CCCNc1nc(-c2cc(C(=O)Nc3ccccc3)on2)cc(C(C)C)n1	-14	-12	30	4	19
28	CCn1c(SCC(=O)Nc2ccc(C)cc2)nc2nc3c(cc2c1=O)CCCC3	5	7	3	-2	6
29	O=C(Nc1ccccc1)c1cccc(-c2nnc(-c3ccccc3)o2)c1	0	4	26	-7	-6
30	CCOc1ccc(S(=O)(=O)N2CCOCC2)cc1NC(=O)CN1C(=O)NC(C)(c2ccc(C)cc2)C1=O (stereo unspecified)	-1	-4	15	-3	4

item	Apaf-1 inh	SENP1 inh	SENP8 block-1	SENP8 block-2
21	4	2	-1	-10
22	-12	5	2	10
23	-4	2	-3	8
24	-2	5	3	19
25	5	-1	7	11
26	1	-1	-3	-7
27	15	-1	-8	-397
28	24	-15	-5	2
29	2	1	6	20
30	5	1	15	-189

Continued.
item	Structure	SENP6 inh	SENP7 inh	NLRP3 yeast inh	HKDC1 inh	PfGluPho inh
31	O=C(COC(=O)c1ccc(O)cc1)Nc1cc(C(F)(F)F)ccc1N1CCOCC1	-4	3	22	1	-5
32	CCc1cc(=O)[nH]c(SCCC(F)=C(F)F)n1	-20	-7	-2	-6	5
33	Cc1ccc(C(=O)N2CCN(c3ccccc3)CC2)cc1NC(=O)c1ccco1	-20	13	8	-3	-1
34	COc1ccc(OCc2nn3c(-c4cccc(OC)c4)nnc3s2)cc1	7	13	28	0	0
35	O=C(O)CN=C(NS(=O)(=O)c1ccc(Cl)cc1)c1ccc(F)cc1	-36	1	7	-11	-2
36	Cc1cnc(C(=O)OCc2ccc(Br)cc2)cn1	-15	-8	28	0	0
37	CCOC(=O)C(C)Sc1nnc(Cn2c(=O)sc3ccccc32)n1-c1ccccc1 (stereo unspecified)	3	0	9	-6	34
38	COc1ccccc1C(=O)NCc1nnc(SC(C)C(=O)Nc2nccs2)n1C (stereo unspecified)	2	-13	-11	-4	-10
39	c1csc(CCNc2ncnc3sc4c(c23)CCC4)c1	-3	12	28	3	6
40	CCCS(=O)(=O)N1CCC(C(=O)NCCCOCC)CC1	-4	-1	6	-9	-10

item	Apaf-1 inh	SENP1 inh	SENP8 block-1	SENP8 block-2
31	6	-1	2	-8
32	9	1	-8	3
33	-4	0	-7	15
34	15	0	-12	15
35	-8	3	-1	9
36	14	-9	-12	-3
37	34	2	-3	9
38	7	0	1	6
39	7	0	-11	-2
40	-5	-7	-8	19

Later entries
item	Structure	SENP6 inh	SENP7 inh	NLRP3 yeast inh	HKDC1 inh	PfGluPho inh
41	O=C(O)CCN1C(=O)c2ccccc2C1=O	-32	-5	5	3	-8
42	CCCCN1C(Nc2ccccc2)=NC[C@@H]1C	3	8	8	-6	-9
43	CCOC(=O)c1[nH]c(CN2CCN(c3ccc(OC)cc3)CC2)c(C(=O)OCC)c1C	-20	-2	16	0	20
44	O=C1C=CC(=O)N1c1cccc(-c2ccccc2)c1	7	-4	38	7	98*
45	Cc1c(Cl)cccc1NC(=O)COC(=O)c1ccc(CN2CCCC2=O)cc1	-5	1	13	2	-12
46	Cc1ccsc1C(C(=O)NC1CCCCC1)N(C(=O)c1csnn1)C1CC1 (stereo unspecified)	-9	-5	7	-8	-4
47	O=[N+]([O-])c1ccc(CN2CCN(c3ncccn3)CC2)cc1	-4	3	16	-5	-6
48	CCNc1ccc(C(=O)OC(C(=O)NC(N)=O)C(C)C)cc1[N+](=O)[O-] (stereo unspecified)	-1	-10	13	2	-8
49	O=C(c1cc2ccccc2o1)N1CCN(S(=O)(=O)c2ccc(Cl)s2)CC1	-10	-3	-3	6	-8
50	COc1ccc(N2CCN(S(=O)(=O)c3ccc(OC)cc3)CC2)cc1	2	3	32	-7	5
51	CCCCNC(=O)c1ccccc1NS(=O)(=O)c1ccc2c(c1)OCCO2	-8	-1	3	-3	-50
52	CC1(C)CC(=O)C2=C(C1)Oc1ncn(CCO)c(=N)c1C2c1ccccc1 (stereo unspecified)	-22	-9	9	-6	4
53	COc1cccc([C@@H]2CC=C(C(=O)O)CN2S(=O)(=O)c2ccc(C)cc2)c1	-3	-3	16	-6	1

item	Apaf-1 inh	SENP1 inh	SENP8 block-1	SENP8 block-2
41	-1	0	-5	23
42	-8	2	-7	13
43	24	-2	-4	11
44	-4	-4	8	24
45	2	2	-11	-5
46	2	0	-3	15
47	8	1	1	16
48	0	1	4	11
49	25	-8	-14	-25
50	-11	-2	4	12
51	-5	-3	-1	-48
52	10	-16	-14	12
53	-2	-1	10	16

Structural class: the entries above containing fluorine
item	Structure	SENP6 inh	SENP7 inh	NLRP3 yeast inh	HKDC1 inh	PfGluPho inh
3	O=C(NCc1ccc(F)cc1)c1c2c(nc3ccccc13)CCN(Cc1ccccc1)C2	-10	0	4	-7	0
6	O=C(CCN1C(=O)c2ccccc2S1(=O)=O)Nc1ccc(F)c([N+](=O)[O-])c1	0	5	6	-2	4
19	COn1c(=O)c(-c2ccc(F)cc2)[n+]([O-])c2ccccc21	-3	-3	6	0	2
24	O=C(Nc1ccc(F)cc1)Nc1ccc2ccccc2n1	-20	-5	10	0	-8
31	O=C(COC(=O)c1ccc(O)cc1)Nc1cc(C(F)(F)F)ccc1N1CCOCC1	-4	3	22	1	-5
32	CCc1cc(=O)[nH]c(SCCC(F)=C(F)F)n1	-20	-7	-2	-6	5
35	O=C(O)CN=C(NS(=O)(=O)c1ccc(Cl)cc1)c1ccc(F)cc1	-36	1	7	-11	-2

item	Apaf-1 inh	SENP1 inh	SENP8 block-1	SENP8 block-2
3	4	-11	-2	-88
6	2	1	5	9
19	9	-14	-2	-60
24	-2	5	3	19
31	6	-1	2	-8
32	9	1	-8	3
35	-8	3	-1	9
